Screens deposited in PubChem BioAssay by Broad Institute.
C diff HTS: C. difficile growth inhibitors, primary screen, HTS | Clostridium difficile clinical isolate growth, OD600, 24 h; active compounds read low | growth activity, negative = inhibition, % at 16 µg/mL (by protocol) | 86,000 tested, 0.25% active | AID 1259249, 2017;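 active = mean growth activity at or below -80% and every replicate also at or below -80%; inconclusive = mean at or below -80% but some replicate above -80%; inactive = mean growth activity above -80%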;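 note: 0% = DMSO wells and -100% = levofloxacin 16 µg/mL wells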
Tcruzi prolif: T. cruzi intracellular proliferation inhibitors, primary screen, cell-based, beta-gal Tulahuen parasites, NIH3T3 host, luminescence; T. cruzi beta-gal in NIH3T3, GalScreen luminescence, 90 h; inhibition, % at 8.34 µM; 77,000 tested, 5.9% active; AID 624255, 2012;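 active = mean inhibition above about 93%, with at least 55% of replicates each passing it, limit read from the data, passing the limit was not always enough; inconclusive = only one of those two conditions holds; inactive = neither condition holds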
KDM4C inh: inhibitors of GASC-1 (KDM4C) histone demethylase, primary screen, biochemical, single concentration HTS | Lysine-specific demethylase 4C (Homo sapiens), Q9H3R0 | GST-KDM4C 2-372, H3K9me3 peptide, LANCE TR-FRET | inhibition, % at 12.5 µM | 96,000 tested, 0.15% active;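 active = mean replicate inhibition above about 25%, with at least 55% of replicates also reaching it, limit read from the data, passing the limit was not always enough; inconclusive = only one of those two conditions met; inactive = neither condition met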
Target sequence (Q9H3R0 2-372 limits assumed): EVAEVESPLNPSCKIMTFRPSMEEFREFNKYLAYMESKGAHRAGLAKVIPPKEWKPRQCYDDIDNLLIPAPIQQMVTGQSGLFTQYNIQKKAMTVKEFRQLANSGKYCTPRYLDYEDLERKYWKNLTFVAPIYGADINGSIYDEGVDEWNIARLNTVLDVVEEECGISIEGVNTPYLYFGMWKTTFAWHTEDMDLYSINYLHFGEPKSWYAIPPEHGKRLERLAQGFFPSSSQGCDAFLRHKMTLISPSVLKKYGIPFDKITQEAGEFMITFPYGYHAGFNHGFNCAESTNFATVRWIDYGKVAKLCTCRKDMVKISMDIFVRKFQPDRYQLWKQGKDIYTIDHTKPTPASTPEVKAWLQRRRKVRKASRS
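System: N-terminal GST-fused human GASC-1 (KDM4C) fragment, residues 2-372 / Amount: 10 nM GST-KDM4C in enzyme reaction / Also added: H3K9me3 peptide with Fe(II)/2OG / Times: 30 min demethylation and 1 h detection at room temperature / Signal: LANCE TR-FRET / Read-out basis: Fall in 671/618 emission ratio as inhibition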
Pf Dd2 growth: P. falciparum Dd2 growth inhibitors, primary screen, SYBR Green fluorescence, single dose replicates. 72 h; active compounds read low. activity change, % at 10 µM. 94,000 tested, 2.3% active; in the data active = activity change below about -80%; inconclusive = no clear call, values can overlap the other calls
An asterisk follows results filed as active; ? = inconclusive; . = not tested or not shown.

Screens in order: Tcruzi prolif, KDM4C inh, C diff HTS, Pf Dd2 growth
COc1ccc(NC(=O)Nc2ccc3c(c2)C(=O)N([C@H](C)CO)C[C@H](C)[C@@H](CN(C)S(=O)(=O)c2ccc(F)cc2)OCCCC[C@H](C)O3)cc1
→ 113*, 17, 1, -49
CCN1[C@H](C(=O)NC2CCC2)[C@@H](CO)[C@@H]2Cn3c(ccc(-c4ccc(OC)cc4)c3=O)[C@@H]21
→ 39, 11, 4, -1
C[C@@H]1CN([C@@H](C)CO)C(=O)CCCn2cc(nn2)CO[C@@H]1CN(C)Cc1ccc2c(c1)OCCO2
→ 21, 0.4, ., -21
COc1ccccc1NC(=O)N[C@@H]1CC[C@@H](CCNS(=O)(=O)c2ccc(C)cc2)O[C@H]1CO
→ ., -1.2, -1, 21
Cc1ccc(S(=O)(=O)N[C@@H]2CC[C@@H](CCNC(=O)C3CCCC3)O[C@@H]2CO)cc1
→ ., -1.8, -4, 5
C[C@H](CO)N1C[C@H](C)[C@@H](CN(C)C(=O)C2CC2)Oc2cc(-c3ccc(F)cc3)ccc2S1(=O)=O
→ -116, -1.4, -5, -20
CCS(=O)(=O)Nc1ccc2c(c1)C(=O)N(C)C[C@@H](OC)[C@H](C)CN(CC1CCCCC1)[C@@H](C)CO2
→ 49, -1.5, ., .
COCC#Cc1ccc2c(c1)O[C@@H](CN(C)C(=O)c1ccccc1)[C@@H](C)CN([C@H](C)CO)S2(=O)=O
→ -6, -0.8, 0, -48
CCCC(=O)Nc1ccc2c(c1)OC[C@@H](C)N(Cc1cccc(F)c1)C[C@H](C)[C@H](OC)CN(C)C2=O
→ 94, 0.0, ., -60
O=C(C1CC1)N1CC[C@@H]2[C@@H](CO)Nc3ccc(C#Cc4ccc(F)cc4)cc3[C@@H]21
→ 89, -1.8, 1, -26
CC=Cc1ccc2n(c1=O)C[C@@H]1[C@@H](CO)[C@H](C(=O)NCC(F)(F)F)N(CCc3ccccc3)[C@H]21 (mixture of isomers)
→ 48, 4.1, 5, 10
C[C@H](CO)N1C[C@H](C)[C@H](CN(C)CC2CC2)Oc2ncc(C#CC3(O)CCCC3)cc2C1=O
→ ., -0.9, 7, -1
C[C@@H]1CN([C@@H](C)CO)C(=O)c2cc(C#Cc3ccccc3)cnc2O[C@H]1CN(C)C(=O)CN(C)C
→ ., 2.4, -5, -78
O=C(C1CCC1)N1CC(=O)N2[C@@H](CO)[C@H](c3ccc(C#Cc4cccc(F)c4)cc3)[C@@H]2C1
→ ., -1.5, -19, -1
C[C@H]1CN([C@@H](C)CO)C(=O)Cc2cc(NS(=O)(=O)c3cn(C)cn3)ccc2O[C@H]1CN(C)C(=O)Nc1ccc(F)cc1
→ 7, 1.4, 7, 10
CC(C)NC(=O)N1CCCCN2[C@@H](CO)[C@@H](c3ccc(Br)cc3)[C@@H]2C1
→ 1, 4.2, 3, 16
C[C@H]1CN([C@@H](C)CO)C(=O)Cc2cc(NS(=O)(=O)c3ccc(F)cc3)ccc2O[C@H]1CN(C)Cc1ccccc1
→ 100*, -0.4, -13, -42
COCC(=O)N1CCC2(CC1)CN(Cc1cccc(OC)c1)[C@H](CO)c1[nH]c3cc(OC)ccc3c12
→ ., -1.1, 2, ?
C/C=C/c1ccc([C@@H]2[C@H]3CN(Cc4ccc(C(=O)OC)cc4)CC(=O)N3[C@H]2CO)cc1
→ ., 1.6, -5, -14
O=C(C[C@H]1CC[C@@H](NC(=O)Nc2cc(F)ccc2F)[C@@H](CO)O1)NCc1ccncn1
→ -46, 0.8, 0, 14
COc1ccccc1S(=O)(=O)N[C@H]1CC[C@H](CCn2cc(C3CC3)nn2)O[C@H]1CO
→ ., 4.5, 7, 7
O=C(C1CCCC1)N1CC2(C1)[C@@H](c1ccccc1)[C@@H](CO)N2C(=O)NC1CCCC1
→ ., -1.2, 2, 21
C[C@H]1CCCCO[C@@H](CN(C)C(=O)Nc2ccccc2)[C@@H](C)CN([C@@H](C)CO)C(=O)c2cc(NC(=O)Nc3ccc4c(c3)OCO4)ccc2O1
→ 123*, 0.7, -3, 1
CCCN1[C@H](C(=O)NCCCN2CCOCC2)[C@@H](CO)[C@@H]2Cn3c(ccc(-c4ccccc4)c3=O)[C@@H]21
→ 9, 0.1, 3, -3
CCNC(=O)C[C@@H]1CC[C@H]2[C@@H](COc3ccc(NC(=O)c4cccc(OC)c4)cc3C(=O)N2C)O1
→ -5, 1.6, 1, -12
O=C(c1ccccn1)N1C[C@@H]2[C@H](c3ccccc31)[C@@H](CO)N2C(=O)C1CCCC1
→ 19, -2.2, 0, 14
CO[C@@H](CN(C)C(=O)c1ccccc1F)[C@@H](C)CN([C@@H](C)CO)S(=O)(=O)c1ccc(F)cc1
→ 11, 0.0, ., 7
C[C@@H]1CN([C@H](C)CO)C(=O)c2cccc(NC(=O)C3CCOCC3)c2O[C@H]1CN(C)Cc1ccccc1
→ 13, -1.0, 1, -21
CCCN1C[C@H](C)[C@H](OC)CN(C)C(=O)c2ccc(NC(=O)c3ccc(F)cc3)cc2OC[C@H]1C
→ -52, 0.8, 3, -34
Cc1ccc(S(=O)(=O)Nc2ccc3c(c2)C(=O)N([C@H](C)CO)C[C@H](C)[C@@H](CN(C)S(=O)(=O)c2ccc(C)cc2)OCCCC[C@H](C)O3)cc1
→ 98*, 0.3, ., -67
C[C@H](CO)N1C[C@H](C)[C@H](CN(C)C(=O)CN2CCOCC2)Oc2ncc(/C=C/c3ccccc3)cc2C1=O
→ ., 16, 1, 17
CO[C@H]1CN(C)C(=O)c2cc(NC(=O)NC(C)C)ccc2OC[C@H](C)N(C(=O)CC2CC2)C[C@H]1C
→ 1, -0.3, ., -22
CCC(=O)N(C)C[C@@H]1Oc2cc(-c3ccc(C)cc3)ccc2S(=O)(=O)N([C@@H](C)CO)C[C@@H]1C
→ 76, -0.9, -3, -19
C[C@@H]1CN([C@@H](C)CO)C(=O)c2cc(NS(=O)(=O)c3ccccc3)ccc2O[C@@H](C)CCCCO[C@@H]1CN(C)S(=O)(=O)c1cccs1
→ ., -0.3, ., -68
CCCNC(=O)[C@H]1[C@H](CO)[C@H]2Cn3c(cccc3=O)[C@H]2N1Cc1cccc(F)c1
→ ., 5.6, -4, 6
O=C(C[C@H]1C=C[C@H](NC(=O)CC2CC2)[C@@H](CO)O1)NCc1ccccc1
→ ., 0.7, 1, 8
C[C@H]1CN([C@@H](C)CO)C(=O)c2cccc(NC(=O)C3CCOCC3)c2O[C@H]1CN(C)C(=O)Nc1cccc2ccccc12
→ 6, 4.4, 14, -19
CO[C@H]1CN(C)C(=O)c2ccc(NC(=O)C3CCC3)cc2OC[C@@H](C)N(Cc2ccncc2)C[C@H]1C
→ 22, 2.3, ., .
C[C@@H]1CCCCO[C@@H](CN(C)C(=O)Nc2cccc3ccccc23)[C@H](C)CN([C@H](C)CO)C(=O)c2cc(NC(=O)Nc3ccc(C(F)(F)F)cc3)ccc2O1
→ 109*, -0.1, 5, -47
CNC(=O)C[C@H]1CC[C@H]2[C@@H](COc3ccc(NC(=O)Nc4ccc(C)cc4)cc3C(=O)N2C)O1
→ 20, 1.0, 22, -1
O=C(C[C@H]1C=C[C@@H](NC(=O)C2CCOCC2)[C@H](CO)O1)NCC1CC1
→ 29, -1.4, ., 16
Cc1cc(C(=O)Nc2cccc3c2O[C@@H](CN(C)C(=O)Nc2cccc4ccccc24)[C@H](C)CN([C@@H](C)CO)C3=O)n(C)n1
→ 38, 0.9, -2, -38
COC(=O)C[C@H]1C[C@H]2c3cc(NC(=O)Nc4ccc(C(F)(F)F)cc4)ccc3O[C@H]2[C@@H](CO)O1
→ ., ., 5, 11
COc1ccc(-c2cnc3c(c2)C(=O)N([C@H](C)CO)C[C@@H](C)[C@H](CN(C)S(=O)(=O)c2ccc(OC)cc2)O3)cc1
→ 84, 0.6, ., -47
C[C@@H](O)C#Cc1ccc([C@@H]2[C@H](CO)N3CCCCN(C(=O)c4ccc(F)cc4)C[C@@H]23)cc1
→ 55, -0.9, -5, 19
COc1ccc(NC(=O)Nc2ccc3c(c2)CC(=O)N([C@H](C)CO)C[C@H](C)[C@@H](CN(C)C(=O)Nc2ccc4c(c2)OCO4)O3)cc1
→ -10, 0.7, -9, -79
CN(C)C(=O)[C@@H]1[C@@H](CO)[C@@H]2Cn3c(ccc(C4=CCCC4)c3=O)[C@@H]2N1C(=O)c1ccccc1F
→ 33, -0.2, -6, .
CC=Cc1ccc2n(c1=O)C[C@H]1[C@H](CO)[C@@H](C(=O)NCc3ccncn3)N(C(=O)NC3CCCC3)[C@@H]21 (mixture of isomers)
→ 66, 0.9, -9, .
C[C@H]1CN([C@@H](C)CO)S(=O)(=O)c2ccc(/C=C/c3ccccc3)cc2O[C@@H]1CN(C)C(=O)C1CC1
→ 54, -0.8, 3, -59
CO[C@H]1CN(C)C(=O)c2cc(NS(=O)(=O)c3cn(C)cn3)ccc2OC[C@H](C)NC[C@@H]1C
→ -6, 3.4, ., 19
C[C@@H]1CN([C@H](C)CO)C(=O)c2cc(NS(=O)(=O)c3cn(C)cn3)ccc2O[C@@H](C)CCCCO[C@H]1CN(C)S(=O)(=O)c1ccc(Cl)cc1
→ 62, -1.1, -8, -25
C[C@H]1CN([C@@H](C)CO)C(=O)c2cc(C#CCN(C)C)cnc2O[C@@H]1CN(C)C
→ ., -1.2, -3, 14
C[C@@H]1CN([C@@H](C)CO)C(=O)c2cccc(NC(=O)CCCCCC(=O)Nc3ccccc3N)c2O[C@H]1CN(C)CC1CC1
→ ., 5.8, -2, -85*
CC=Cc1ccc2n(c1=O)C[C@@H]1[C@@H](CO)[C@H](C(=O)NCCC)[C@H]2N1C(=O)c1ccccc1F (mixture of isomers)
→ 100*, -0.6, -2, -14
C[C@H]1CN([C@@H](C)CO)C(=O)Cc2cc(NS(=O)(=O)c3cccs3)ccc2O[C@H]1CN(C)C(=O)Nc1cccc2ccccc12
→ -7, -0.2, -6, -9
Cc1noc(C)c1NC(=O)N(C)C[C@H]1OCCCC[C@@H](C)Oc2ccc(NS(C)(=O)=O)cc2C(=O)N([C@@H](C)CO)C[C@H]1C
→ 11, 6.5, -1, 49
O=C(NC[C@@H]1[C@H](c2ccccc2)[C@H](CO)N1C(=O)Cc1cccnc1)C1CC1
→ -7, 1.9, 15, -1
CO[C@@H](CN(C)C(=O)Nc1ccc(C(F)(F)F)cc1)[C@H](C)CN(Cc1ccccc1Cl)[C@@H](C)CO
→ 91, 0.7, ., -37
C/C=C/c1ccc2c(c1)O[C@H](CN(C)Cc1cccnc1)[C@@H](C)CN([C@@H](C)CO)S2(=O)=O
→ 114*, -0.9, -6, -14
O=C(CCN1CCCCC1)NCC[C@H]1CC[C@H](NC(=O)C2CCCC2)[C@@H](CO)O1
→ 31, 5.1, -6, 10

Next part.
Screens in order: Tcruzi prolif, KDM4C inh, C diff HTS, Pf Dd2 growth
C/C=C/c1cccc(-c2nc(C(=O)NCc3cccc(OC)c3)cc3c2[C@@H](CCO)N([S@](=O)C(C)(C)C)C3)c1
→ 76, -18, ., -16
Cc1ccc(S(=O)(=O)N(C)C[C@H]2OCCCC[C@@H](C)Oc3ccc(NC(=O)Nc4ccccc4)cc3C(=O)N([C@@H](C)CO)C[C@H]2C)cc1
→ ?, 0.2, -2, -74
C[C@@H]1CN([C@H](C)CO)C(=O)Cc2cc(NC(=O)Nc3cccc4ccccc34)ccc2O[C@H]1CN(C)C(=O)Nc1ccc2c(c1)OCO2
→ 17, 0.4, -1, 9
C[C@H]1CN([C@@H](C)CO)C(=O)c2cc(C#CC3(O)CCCC3)cnc2O[C@H]1CN(C)Cc1ccccc1
→ 38, -1.7, 1, 27
Cc1ccc(S(=O)(=O)N[C@H]2CC[C@@H](CCn3cc(-c4cccnc4)nn3)O[C@@H]2CO)cc1
→ 27, -1.1, ., -17
COc1ccc2c3c(n(C)c2c1)[C@@H](CO)N(C)CC31CN(C(=O)Nc2c(C)noc2C)C1
→ ., 13, 1, -41
CO[C@H](CN(C)S(=O)(=O)c1ccc(F)cc1)[C@@H](C)CN([C@H](C)CO)S(=O)(=O)c1cccc(Cl)c1
→ 79, 1.1, ., -25

An excerpt of these results, comma-delimited.
SMILES,Tcruzi prolif,KDM4C inh,C diff HTS,Pf Dd2 growth
C/C=C/c1cccc(-c2nc(C(=O)NCc3cccc(OC)c3)cc3c2[C@@H](CCO)N([S@](=O)C(C)(C)C)C3)c1,76,-18,.,-16
Cc1ccc(S(=O)(=O)N(C)C[C@H]2OCCCC[C@@H](C)Oc3ccc(NC(=O)Nc4ccccc4)cc3C(=O)N([C@@H](C)CO)C[C@H]2C)cc1,?,0.2,-2,-74
C[C@@H]1CN([C@H](C)CO)C(=O)Cc2cc(NC(=O)Nc3cccc4ccccc34)ccc2O[C@H]1CN(C)C(=O)Nc1ccc2c(c1)OCO2,17,0.4,-1,9
C[C@H]1CN([C@@H](C)CO)C(=O)c2cc(C#CC3(O)CCCC3)cnc2O[C@H]1CN(C)Cc1ccccc1,38,-1.7,1,27
Cc1ccc(S(=O)(=O)N[C@H]2CC[C@@H](CCn3cc(-c4cccnc4)nn3)O[C@@H]2CO)cc1,27,-1.1,.,-17
